EBI2 antag = EBI2 (human) antagonism | AID 651636 | actives 0.81% (n = 360,000) | P32249 | inhibition, % at 5 µM | EBI2 beta-arrestin recruitment, luminescence, 7a,25-OHC stimulated; in the data active means inhibition above about 38%;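 further: enzyme fragment complementation signal reports receptor beta-arrestin coupling in cells; 0% = agonist plus DMSO wells and 100% = wells without agonist; some results beyond the cut were filed as inactive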
CXCR6 block = blocks human CXCR6 beta-arrestin recruitment | AID 602244 | CHO-K1 PathHunter CXCR6 beta-arrestin, luminescence | actives 0.36% (n = 360,000) | inhibition, % at 20 µM; in the data active means inhibition above about 34%, passing the limit was not always enough;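 further: antagonist mode with CXCL16 agonist at 10 nM final; 0% = 10 nM CXCL16 with DMSO and 100% = unstimulated wells without agonist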
Target sequence (O00574 whole entry, looked up): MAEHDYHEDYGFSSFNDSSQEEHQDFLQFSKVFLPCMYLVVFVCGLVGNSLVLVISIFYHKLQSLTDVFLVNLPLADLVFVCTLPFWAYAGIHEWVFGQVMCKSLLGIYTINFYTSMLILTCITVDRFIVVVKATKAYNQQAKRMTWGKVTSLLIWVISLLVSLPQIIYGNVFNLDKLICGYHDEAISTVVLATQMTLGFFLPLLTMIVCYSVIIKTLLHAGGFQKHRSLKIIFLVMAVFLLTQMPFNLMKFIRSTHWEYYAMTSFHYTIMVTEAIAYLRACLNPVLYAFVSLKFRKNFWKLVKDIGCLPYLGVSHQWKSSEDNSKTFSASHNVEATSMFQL
A3A deaminase = human APOBEC3A DNA deaminase inhibition | actives 0.41% (n = 330,000) | recombinant A3A, FAM/TAMRA ssDNA deamination fluorescence | inhibition, % at 20 µM | P31941;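 active means at least 40% inhibition at 20 µM here, with at most 30% in a related deaminase screen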;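 further: plate controls were A3A with DMSO for no effect and wells lacking A3A enzyme for full effect; some results filed as inactive read as strong as hits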
Target sequence (P31941 whole entry, looked up): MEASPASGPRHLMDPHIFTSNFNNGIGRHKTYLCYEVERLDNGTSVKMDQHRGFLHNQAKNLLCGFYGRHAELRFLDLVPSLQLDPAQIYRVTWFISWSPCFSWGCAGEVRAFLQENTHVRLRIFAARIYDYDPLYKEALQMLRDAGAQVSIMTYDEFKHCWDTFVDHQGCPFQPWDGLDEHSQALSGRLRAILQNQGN
CCR6 antagonist = antagonists of human CCR6 receptor | AID 493098 | CHO-K1 CCR6 PathHunter beta-arrestin, luminescence, CCL20-stimulated | inhibition, % at 20 µM | actives 0.49% (n = 340,000);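 active means compounds whose inhibition of the agonist-driven luminescence signal at 20 µM reaches about 50%, limit read from the data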;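 further: cells stimulated with CCL20 at 14 nM final; plate controls were DMSO with CCL20 for no effect and DMSO without agonist for full effect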
A3G deaminase = blocks human APOBEC3G single-stranded DNA deamination; actives 0.28% (n = 330,000); recombinant A3G, ssDNA deamination FAM/TAMRA fluorescence; inhibition, % at 20 µM;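 active means inhibition of at least 40% at 20 µM, with no more than 30% in the related APOBEC3A deaminase screen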;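 further: plate controls were DMSO wells with A3G for no effect and wells lacking A3G enzyme for full effect; some compounds called inactive have numbers as strong as hits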
Target sequence (Q9HC16 whole entry, looked up): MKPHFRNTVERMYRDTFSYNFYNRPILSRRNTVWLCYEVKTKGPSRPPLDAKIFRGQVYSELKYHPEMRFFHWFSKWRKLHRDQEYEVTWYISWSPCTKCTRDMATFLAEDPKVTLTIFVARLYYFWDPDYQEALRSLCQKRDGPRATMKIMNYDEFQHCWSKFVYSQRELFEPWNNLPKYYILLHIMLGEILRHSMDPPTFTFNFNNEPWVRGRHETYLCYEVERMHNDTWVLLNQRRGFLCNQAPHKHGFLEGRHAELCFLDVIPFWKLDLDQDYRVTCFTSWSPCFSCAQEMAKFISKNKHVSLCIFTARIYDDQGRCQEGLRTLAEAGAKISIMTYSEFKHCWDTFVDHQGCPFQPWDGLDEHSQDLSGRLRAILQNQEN
MPTP block = inhibitors of mitochondrial permeability transition pore. isolated mouse mitochondria, Ca2+ swelling absorbance, 30 min. inhibition, % at 10 µM. actives 1.4% (n = 360,000);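 active means inhibition of 50% or more, scaled per plate between neutral and stimulator controls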;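 further: 0% = DMSO wells given calcium and 100% = 1 mM EGTA wells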
NR3A LBD binder = NR3A (human) ligand-binding domain modulation; actives 2.5% (n = 340,000); AID 1259313; Tm shift relative to glycine control, % at 25 µM; NR3A LBD differential scanning fluorimetry, Tm shift; 0% = protein alone, 100% = glycine-bound protein;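 active means melting temperature shift of at least 10% of the positive control shift, at one fixed dose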
Gli-Sufu antag = Gli-Sufu pathway antagonism. inhibition, % at 5 µM. Sufu-KO-LIGHT fibroblasts, Gli luciferase reporter luminescence. actives 0.74% (n = 340,000);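 active means inhibition above about 55%, limit read from the data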;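 further: 0% = DMSO-treated cells and 100% = wells with medium but no cells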
* = called active by the depositor; nt = not tested or not shown.

Molecule	EBI2 antag	CXCR6 block	A3A deaminase	CCR6 antagonist	A3G deaminase	MPTP block	NR3A LBD binder	Gli-Sufu antag
COc1cc(/C=C2\SC(=S)N(NC(=O)c3ccncc3)C2=O)ccc1O	13	34	0	53*	-2	8.3	0	5
O=C(COC(=O)c1cc2c(s1)CCCCC2)NC1CCS(=O)(=O)C1 (centres undefined)	-6	-5	23	-3	1	-0.5	-2	-2
CC(C(=O)Nc1ccc(S(=O)(=O)N2CCOCC2)cc1)N1CCN(c2ccccn2)CC1 (centres undefined)	-7	8	2	12	-10	-1.0	0	-3
CCCCN(CC)CCNC(=O)c1cn(C)c(=O)c2c1c1ccccc1n2C	5	-8	-2	11	-5	-0.6	0	9
COc1ccc(C(=O)c2coc3ccc(O)c(CN4CCOCC4)c23)cc1	7	1	-4	2	-2	0.0	-1	7
COC(=O)CNC(=O)c1ccc(=O)oc1	0	-13	-5	4	-8	-0.5	-5	2
CC(C)NC(=O)C12CC3CC(C1)CC(C(=O)NC(C)C)(C3)C2	-5	-6	-1	-11	-4	1.1	-2	-10
CC(=O)Nc1ccc2c(COC(=O)CC3Sc4ccccc4NC3=O)cc(=O)oc2c1 (centres undefined)	-3	1	50*	7	16	-0.9	-2	2
Cc1cc(C)nc(-n2nc(C)cc2NC(=O)COC(=O)CCC(=O)c2cccs2)n1	-4	4	-2	19	-8	-1.2	1	1
CN(CC(=O)Nc1c(F)cccc1F)Cc1cccs1	-2	4	-2	-8	-8	0.1	-4	-16
O=C(COc1cccnc1[N+](=O)[O-])NCCc1ccccc1	-6	4	1	-4	-2	-1.5	0	-4
O=C(O)c1ccc(NC(=S)NC(=O)c2cncc(Br)c2)cc1	0	31	-7	38	3	-0.3	-3	17
Cc1cc(C(=O)N2CCN(c3ccc(F)cc3)CC2)on1	-10	1	-6	12	-8	-2.3	1	6
COC(=O)c1sc(NC(=O)/C=C/c2ccc(C)cc2)nc1C	3	4	1	13	-2	3.4	23*	-31
COc1cc2cc(C)c(Br)c(OC)c2cc1OC	-2	-5	nt	0	nt	0.7	0	-5
Cc1ccc(-n2ncc(C#N)c2/N=C/N(C)C)cc1	-1	5	0	1	2	0.2	-2	1
COC(=O)c1c(NC(=O)c2cccs2)sc2c1CCC(C)C2 (centres undefined)	-6	-22	-4	-26	-3	1.1	2	8
O=C(Nn1cnnc1)c1ccccc1-c1ccccc1	-3	-6	1	-3	-1	0.5	-1	-4
COc1ccc(CCNC(=O)c2ccc3c(SCC(=O)O)c4c(nc3c2)CCCC4)cc1OC	-6	-11	2	-13	-1	-0.8	5	-4
Cc1ccc(S(=O)(=O)N2CCCCC2C)cc1[N+](=O)[O-] (centres undefined)	-2	8	-3	1	-5	-0.8	0	-18
Cc1cc(C)n(-c2ccc(Cl)c(C(=O)Nc3cc(C(F)(F)F)ccc3Cl)n2)n1	11	4	-1	7	-4	0.2	-28	7
CCc1cc(C(=O)Nc2nnc(C3CC3)s2)sc1C	-4	-2	-2	9	-4	0.0	1	-14
O=C(CSc1ncn[nH]1)NCCc1ccccc1	-7	-11	-3	0	-7	1.5	1	0
COCCCn1c(SCC(=O)N2CCc3ccccc32)nnc1-c1ccco1	-14	2	2	12	-1	-0.2	1	0
CCOc1cc(CNc2ccc3c(c2)CCC3)ccc1O	6	3	1	-1	-2	0.6	0	-5
Cc1no[n+]([O-])c1COc1cccc(/C=N/Nc2nncn2N)c1	-1	-21	-2	-16	-1	1.7	1	3
CN(C)c1nc2c(N)ncnc2n1C1OC(CO)C(O)C1O (centres undefined)	9	-2	nt	10	nt	-1.4	0	-6
Cc1nc(Nc2ccccc2O)c2oc3ccccc3c2n1	-3	5	2	10	-4	2.8	0	8
CCOC(=O)N1CCC(Nc2c(NCCCOC)c(=O)c2=O)CC1	-7	-4	-5	-10	-6	-3.2	-4	1
CCCN(C(=O)Cn1nc(C)c([N+](=O)[O-])c1C)c1c(N)n(Cc2ccccc2)c(=O)[nH]c1=O	4	-9	27	1	-5	-1.5	-2	4
COc1ccc(NC(=O)C2CCC(CNC(=O)[C@@H]3Cc4ccccc4CN3)CC2)cc1 (some centres undefined)	-4	1	0	-12	3	-0.1	2	22
CNC1=C(N(C(C)=O)c2ccc(Br)cc2)C(=O)c2ccccc2C1=O	-2	-15	nt	-16	nt	1.7	-2	94*
COC(=O)/C(C#N)=C/c1c(N2CCN(c3ccc(OC)cc3)CC2)nc2c(C)cccn2c1=O	10	5	3	23	-2	0.3	0	16
Cc1ccc2c(=O)[nH]c(Cc3ccccc3C(=O)O)nc2c1	-16	-9	-3	-5	-4	1.9	2	5
CCOC(=O)C(C)n1cnc2sc3c(c2c1=O)CCC3 (centres undefined)	-6	-1	1	-2	1	8.5	1	6
Cc1ccccc1NC(=O)c1ccc(CN2CCC(Cc3ccccc3)CC2)cc1	27	7	-1	-1	-3	56*	-1	-4
COc1ccc(NC(=O)C2CCCN(C(=O)NC3CCCCC3)C2)cc1OC (centres undefined)	-2	-6	-4	-6	-2	0.2	0	0
CC1(C2CCCC2)NC(=O)NC1=O (centres undefined)	-9	7	nt	15	nt	-0.4	0	-20
COc1cccc(NC(=O)CCC2CCN(C(=O)c3sccc3C)CC2)c1	14	5	-3	19	-4	-1.1	-2	-2
Cc1nc2sccn2c(=O)c1S(=O)(=O)Nc1ccc(N2CCN(C)CC2)cc1	-4	-4	-1	3	5	1.5	-3	4
COCCNC(C(=O)Nc1ccc(C)cc1[N+](=O)[O-])c1ccccc1 (centres undefined)	-2	10	-2	25	-3	2.8	-2	2
O=C(Nc1ccc(CN2CCOCC2)cc1)c1ccc(-c2ccc(Br)cc2)o1	30	2	-2	14	-9	-1.5	-17	-10
COc1ccc(-n2nnnc2SCC(N)=O)cc1	-4	-3	5	-5	-1	0.5	1	1
COCCCNC(=O)Cn1cnc2c(NCc3ccccc3)ncnc21	-3	0	2	12	5	-1.0	0	-1
CCNC(=S)N/N=C/c1ccc(OCCOc2ccccc2C)cc1	8	-9	-2	-44	-7	5.6	-2	-8
N#CCO/N=C(\c1ccccc1)c1ccncc1	-17	-4	-6	6	-4	-0.5	-1	-10
CC1CCN(S(=O)(=O)c2ccc(F)c(C(=O)O)c2)CC1	-2	5	6	16	-5	-2.1	2	2
O=C(NCCn1cc(SCc2ccc(F)cc2)c2ccccc21)c1c(F)cccc1F	10	-18	-5	11	-7	2.1	-1	-7
CN(C)c1ccc(C(=O)OCC(=O)Nc2ccc(S(N)(=O)=O)cc2)cc1	0	12	0	13	-6	0.2	2	-6
COc1ccc(NC(=O)Cn2nc(C(=O)O)c3ccccc3c2=O)cc1OC	-12	-1	4	10	-3	-0.3	0	-5
O=c1c2cnn(-c3ccccc3)c2nc(-c2cccs2)n1-c1ccc(Cl)cc1	27	10	1	19	-10	-1.0	2	5
CCCOc1ccc2[nH]c(C(=O)N/N=C/c3cc(OC)c(OC)c(OC)c3)cc2c1	-22	-9	-8	1	-5	-0.6	6	1
COc1cc(N)c(Cl)cc1C(=O)OCC(=O)NCc1cccs1	1	-4	-2	6	-8	-0.2	0	2
N#Cc1cc2c(nc1SCc1ccccc1)CCCC2	19	12	-1	23	-7	2.4	-2	-6
COc1ccc(-c2nc(C(N)=O)c3[nH]c(=O)n(-c4cccc(C)c4)c3n2)c(OC)c1	-1	-2	0	1	-7	-0.5	0	-1
COc1cccc(NC(=O)CNC(=O)c2ccc(C)o2)c1	-9	12	-7	2	-5	-1.0	-1	5
COc1ccc(NC(=O)N2CCCCCC2)c(OC)c1	-8	-6	-5	12	-19	0.1	1	-3
COc1ccc(Cl)cc1NC(=O)CN(C)C(=O)c1cc2c(s1)CCCC2	1	6	2	16	-3	-0.9	-6	10
Cc1ccc(C(=O)NCc2ccc3c(c2)OCO3)o1	-4	2	-6	4	-7	0.4	1	-2
COc1ccc(C(=O)COC(=O)c2cnc(C)cn2)c(OC)c1	-2	0	5	8	-4	-1.4	1	5

The list goes on.
Molecule	EBI2 antag	CXCR6 block	A3A deaminase	CCR6 antagonist	A3G deaminase	MPTP block	NR3A LBD binder	Gli-Sufu antag
COc1ccc(-n2nc(C(=O)NCC(=O)NCc3ccc(F)cc3)c3ccccc3c2=O)cc1	-7	5	-4	3	0	-2.6	0	2
Cc1ccc[n+](CC(=O)c2ccc(Cl)cc2)c1	3	-4	0	7	0	0.4	0	-13
NC(=O)CC(NC(=O)Cc1ccc(Cl)cc1)c1ccc(N2CCN(c3ccccn3)CC2)c([N+](=O)[O-])c1 (centres undefined)	-4	9	3	17	-10	-1.0	-2	-9
O=C(Nc1ccc(F)cc1F)c1cc2n(n1)C(C(F)(F)F)C1CCCCC1N2 (centres undefined)	6	5	-4	-7	-8	0.4	-23	-14
COC(=O)C1CN(C(=O)COc2ccc(Cl)cc2Cl)c2ccccc2O1 (centres undefined)	2	-8	-3	6	-8	0.4	0	6
O=C(NCCN1CCCC1)C1CCN(S(=O)(=O)N2CCC3(CC2)OCCO3)CC1	-4	-10	7	-10	-6	0.3	0	5
O=C(OCc1ccc(F)cc1)c1cc2ccccc2cc1O	3	-2	-2	7	0	-0.5	0	-3
Brc1cccc2sc(N3CCCC3)nc12	-3	-3	-1	3	-7	2.1	-1	-12
COc1ccc(NC(=O)C2CCN(c3nc(-c4ccc(OC)cc4)no3)CC2)cc1	10	-8	-4	7	-6	-1.7	1	-13
Cc1cc(C)c2nc(-c3ccccn3)cc(C(=O)Nn3cnnc3)c2c1	3	-7	2	-8	-1	3.8	-2	2
O=S(=O)(c1ccccc1)c1nc(-c2ccco2)oc1NCCCN1CCOCC1	-1	12	-5	19	-8	-1.6	-6	3
O=C(NCc1ccco1)c1nn2cccnc2c1Cl	0	3	5	2	0	1.1	-2	2
COc1ccc(Nc2nc3c(C)cccc3cc2C#N)c(OC)c1	9	-4	1	-10	1	0.7	0	-5
CCN(C(=O)COC(=O)c1ccc([N+](=O)[O-])o1)C1CCCCC1	-30	-20	-3	-9	-7	-0.1	0	-7
Cc1ccc(S(=O)(=O)NCCC(=O)OCn2nnc3ccccc3c2=O)cc1	-28	-2	6	-5	2	-0.6	0	11
O=c1c(-c2ccco2)[n+]([O-])c2ccccc2n1OCc1c(F)cccc1F	-4	-5	-3	5	0	1.3	-1	-4
COc1ccc(CN(C)C(=O)c2[nH]c(C)c(C(C)=O)c2C)c(OC)c1OC	0	7	-7	1	-16	-0.5	1	21
CCOC(=O)c1cnn(-c2ncnc3c2oc2ccccc23)c1N	-1	4	0	1	0	-1.3	1	-65
O=C(CS(=O)(=O)c1cn(CC(=O)N2CCCC2)c2ccccc12)Nc1ccccc1F	6	3	-3	-12	-2	-0.2	0	12
Cc1ccccc1C(=O)/C=C1/SCC(=O)N1C	1	2	3	1	-12	-2.7	-14	-1
Cc1nnc(NC(=O)CSc2nnc(CCc3nc4ccccc4[nH]3)n2C)s1	-1	-8	0	-2	-4	-0.7	1	5
CC1CCCN(CCCNC(=O)c2nn(C)c3c2CSc2ccccc2-3)C1 (centres undefined)	-5	5	-2	10	-5	-2.3	-1	43
O=C(COc1ccccc1)Nc1ccc(N2CCCCC2)cc1	-1	-14	-3	7	-6	1.0	nt	-37
COc1ccc2[nH]cc(CCNC(=O)c3ccc([N+](=O)[O-])cc3)c2c1	12	3	-4	3	-7	-0.1	12*	-12
COc1cccc(-c2cc(C(F)(F)F)nc(-n3cc(C)cn3)n2)c1	-12	8	2	7	-1	2.5	1	12
